Mtb RmlCD inh = M. tuberculosis RmlC/RmlD inhibition | P9WH09+P9WH11 | RmlC+RmlD coupled enzyme assay, percent inhibition; primary screen in compound mixtures | inhibition, % at 3.6 µM | actives 0.03% (n = 160,000); in the data active = inhibition mostly above about 34%, no sharp cut-off; inconclusive = no clear call, values can overlap the other calls; inactive = mostly below about 22%; note: some results filed as inactive read as strong as hits
Target sequence (P9WH09 whole entry, looked up): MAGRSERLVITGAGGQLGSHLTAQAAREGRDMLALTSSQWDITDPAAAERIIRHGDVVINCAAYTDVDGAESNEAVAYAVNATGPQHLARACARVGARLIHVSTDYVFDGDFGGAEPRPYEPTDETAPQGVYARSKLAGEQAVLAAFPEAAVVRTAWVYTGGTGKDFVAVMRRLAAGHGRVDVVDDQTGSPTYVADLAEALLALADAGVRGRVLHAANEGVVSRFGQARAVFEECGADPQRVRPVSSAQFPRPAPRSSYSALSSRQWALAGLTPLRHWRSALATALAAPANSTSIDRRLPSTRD
Target sequence (P9WH11 whole entry, looked up): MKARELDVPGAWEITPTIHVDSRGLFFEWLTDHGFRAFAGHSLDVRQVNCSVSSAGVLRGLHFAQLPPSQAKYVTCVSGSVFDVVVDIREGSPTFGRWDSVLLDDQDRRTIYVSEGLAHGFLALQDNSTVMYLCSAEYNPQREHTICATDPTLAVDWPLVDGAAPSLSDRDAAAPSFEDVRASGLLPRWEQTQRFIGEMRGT
GlmU inhibition = inhibition of mycobacterial GlmU enzyme – biochemical, glucosamine-1-phosphate acetyltransferase (AID 1376) | M. tuberculosis GlmU acetyltransferase enzyme assay; higher % means a stronger effect | inhibition, %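 (tested at 30 µM in the primary screen)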; hits with a dose series show IC50 in µM | actives 0.25% (n = 220,000); in the data active = inhibition above about 13%; inconclusive = no clear call, values can overlap the other calls;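 note: 0% = complete reaction with vehicle and 100% = reaction without substrate; strong numbers were not always called active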
Numbers without * were called inactive; ? = inconclusive; nt = not tested or not shown. Not all compounds are listed; rates above refer to the full screens.

Start of the data: the first 4 compounds (preview)
SMILES	Mtb RmlCD inh	GlmU inhibition
CCOC(=O)NC1(C(F)(F)F)C(=O)N(Cc2ccccc2)C2=C1C(=O)CC(C)(C)C2 (stereo not drawn)	33.6	6.1%
COCn1c(-c2cccc(Br)c2)nc2ccccc21	7.0	-3.9%
Cc1nc2ccc(N)cc2c(=O)n1Cc1ccc(Cl)cc1	11.6	5.4%
CCOC(=O)CSc1ncnc2c1cnn2-c1ccc(C)cc1C	-5.3	3.4%

Results, from the start:
SMILES	Mtb RmlCD inh	GlmU inhibition
CCOC(=O)NC1(C(F)(F)F)C(=O)N(Cc2ccccc2)C2=C1C(=O)CC(C)(C)C2 (stereo not drawn)	33.6	6.1%
COCn1c(-c2cccc(Br)c2)nc2ccccc21	7.0	-3.9%
Cc1nc2ccc(N)cc2c(=O)n1Cc1ccc(Cl)cc1	11.6	5.4%
CCOC(=O)CSc1ncnc2c1cnn2-c1ccc(C)cc1C	-5.3	3.4%
Cc1ccc(C(=O)OCC(=O)NC(=O)c2cccn2C)cc1[N+](=O)[O-]	10.7	nt
O=C(N/N=C\c1ccc(-c2ccccc2[N+](=O)[O-])o1)C1COc2cc3ccccc3cc2O1 (stereo not drawn)	23.1	6.6%
Cn1cc(Br)c(C(=O)NN2C(=O)C3C(C2=O)C2C=CC3C23CC3)n1 (stereo not drawn)	-8.4	2.0%
CCOC(=O)Nc1ccccc1N1C(=O)c2ccccc2C1=O	18.4	1.7%
CC(=O)c1ccc(OCCCC(=O)NC2CCCc3ccccc32)cc1 (stereo not drawn)	-6.8	-4.4%
CCOC(=O)c1sc(N)nc1C(C)C	-6.5	-0.1%
CCc1ccc(C(=O)NCC2COc3ccccc3O2)o1 (stereo not drawn)	-7.9	1.8%
OCCC1CN(Cc2cnc(-c3ccc(Cl)cc3)nc2)CCN1C1CCCCC1 (stereo not drawn)	-5.0	5.2%
CN(C)c1cc[n+](CC(=O)N2c3ccccc3Sc3ccccc32)cc1	9.7	0.7%
CCOc1c2ccc(C(=O)NCc3ccc4c(c3)OCO4)cc2nn1CC	nt	0.4%
COC(=O)c1cc(C)sc1NC(=O)CC1Nc2ccccc2NC1=O (stereo not drawn)	2.1	-4.5%

Some of the entries so far, with two lines to a compound:
Order of values – Mtb RmlCD inh	GlmU inhibition
OCCC1CN(Cc2cnc(-c3ccc(Cl)cc3)nc2)CCN1C1CCCCC1 (stereo not drawn)
    -5.0	5.2%
CCOC(=O)CSc1ncnc2c1cnn2-c1ccc(C)cc1C
    -5.3	3.4%
CC(=O)c1ccc(OCCCC(=O)NC2CCCc3ccccc32)cc1 (stereo not drawn)
    -6.8	-4.4%

(cont.)
SMILES	Mtb RmlCD inh	GlmU inhibition
COC(C(=O)NCc1ccc(C)cc1)c1ccccc1 (stereo not drawn)	2.7	-0.6%
Cc1nc2sc3c(c2c(=O)n1NC(=O)CCl)CCCC3	4.7	-4.5%
CC(O)(C#CCN1CCCCC1)c1ccccc1 (stereo not drawn)	nt	6.0%
CCOc1cc(-c2ccccc2)nc(N)n1	-6.8	4.6%
CCCn1c(N)c(C(=O)COc2ccc(Br)cc2F)c(=O)n(C)c1=O	1.7	4.8%
Cc1cc(=O)n2nc(N3CCC(C(=O)N4CCN(Cc5ccccc5)CC4)CC3)sc2n1	-7.5	-3.1%
COc1ccc(C=C(C(C)=O)C(C)=O)cc1OC	nt	-3.9%
CCOC(=O)c1c(NC(=O)C2c3ccccc3Oc3ccccc32)sc(C(N)=O)c1C	0.9	nt
COc1cccc(/C=N/NC(=S)Nc2cccc(S(=O)(=O)N(C)C)c2)c1	-15.5	3.4%
CN1CCN(c2ccc(NC(=O)Oc3ccccc3)cc2)CC1	6.9	-6.7%
Cn1c(SCC(=O)N2CCOCC2)nnc1-c1ccc(NC(=O)c2ccccc2F)cc1	-0.6	0.1%
Cc1cc(S(=O)(=O)N(C)CCc2ccccc2)ccc1-n1cnnn1	nt	-2.2%
O=C(O)CCSCc1ccccc1F	nt	0.3%
COc1ccc(N2CCN(C(=O)CCC(=O)c3cc(C)sc3C)CC2)cc1	nt	-6.2%
CCCOc1ccc(C(=O)N2CCN(c3ccc(NC(=O)CC)cc3Cl)CC2)cc1	-14.2	3.2%
CCO[C@H]1OC(C(=O)N2CCN(Cc3ccccc3)CC2)=C[C@@H](C)[C@@H]1CCCO	nt	-2.4%
Cc1[nH]c(=O)c(C#N)c(C)c1Cc1ccc(Cl)cc1Cl	nt	-0.9%
O=C1CCC/C(=N\NC(=O)c2ccc(COc3cccc4cccnc34)cc2)C1	-10.1	0.0%
COc1ccc(NC(=S)NCc2ccco2)cc1	1.4	nt
CNS(=O)(=O)c1cccc(C(=O)NCC2(N3CCOCC3)CCCCC2)c1	8.2	-3.9%
COc1ccc(C(=O)CSc2nnc(CN3CCCCC3)n2-c2ccc(F)cc2)cc1	18.4	2.0%
CC(=O)N1CCC(=O)N(C(C)C)c2ccccc21	-48.2	-0.8%
Cc1ccc(S(=O)(=O)Cn2nnnc2C(c2ccccn2)N2CCN(c3ccccc3)CC2)cc1 (stereo not drawn)	nt	-7.4%
CCOC(=O)C(CC)Sc1ncnc2nc[nH]c12 (stereo not drawn)	nt	0.7%
Cc1ccccc1-c1nc(CS(=O)(=O)CC(=O)N(C)C2CCCCC2)c(C)o1	10.7	8.2%
O=C(c1ccccc1)N1CCCCCC1	3.7	0.7%
O=C(Nc1cnc2ccccn2c1=O)c1ccc(F)cc1	2.8	5.8%
CCN1CCN(CC(O)COCc2cc(OC)c(OC)c(OC)c2)CC1 (stereo not drawn)	nt	0.7%
CC(=O)c1ccc(N2CCN(S(=O)(=O)c3c(C)[nH]c(=O)[nH]c3=O)CC2)cc1	12.7	0.2%
COc1ccc(C2NC(=O)NC(C)=C2C(C)=O)cc1 (stereo not drawn)	nt	1.6%
CC(C)c1cc(C(=O)NCc2ccco2)no1	-9.5	6.7%
COc1ccccc1NC(=O)Cn1nc(-c2ccncc2)nc1SCC(=O)NC1CCCC1	-10.9	0.1%
CCCCNC(=O)C1CC(c2ccc(C(F)(F)F)cc2)=NO1 (stereo not drawn)	nt	1.5%
O=C(O)CCSc1nnc(COc2ccc([N+](=O)[O-])cc2)n1-c1ccccc1	-11.5	8.5%
O=C(c1ccco1)N1CCN(CC2CC3C=CC2C3)CC1 (stereo not drawn)	19.8	-0.9%
Oc1ccccc1Oc1ncc(Br)c(N2CCOCC2)n1	-2.4	5.3%
O=C(O)COc1ccccc1C1C2C(=O)N(c3ccc(F)cc3)C(=O)C2ON1c1ccccc1 (stereo not drawn)	-5.6	-1.8%
N#Cc1ccc(C(=O)Nc2cccc(NC(=O)c3ccco3)c2)c(F)c1	-8.4	-0.9%
COc1cc(S(=O)(=O)NC2CCCCC2)c(C)cc1C	nt	4.9%
CCc1nnc(NC(=O)CSc2nnc(-c3ccccc3OC)n2-c2ccccc2)s1	2.6	-6.1%
CCN(CC)S(=O)(=O)c1cccc(C(=O)NCc2ccccc2)c1	-9.4	7.9%
CC(C)OC(=O)CC(=O)CSc1nc2c(cc1C#N)CCCC2	nt	1.7%
CC(=O)Nc1cc(C(=O)N2CCOCC2)ccc1S(=O)(=O)c1ccc(C)cc1	nt	0.3%
O=C(O)C(NS(=O)(=O)c1ccc(F)cc1)c1ccccc1 (stereo not drawn)	2.9	-0.9%
COC(=O)C1=C(C)N(C)C(C)=C(C(=O)OC)C1c1ccc(F)c(Br)c1	nt	-0.9%
CCOC(=O)N1CCN(C(=O)CN(c2cccc(OC)c2)S(C)(=O)=O)CC1	nt	0.1%
Cc1occc1C(=O)N/N=C/c1ccccn1	9.1	3.3%
CCCN(CCC)C(=O)c1ccccc1C(=O)N(CCC)CCC	3.3	5.6%
COc1ccc2[nH]c(=O)c(-c3nnn(-c4ccc(Cl)c(Cl)c4)n3)cc2c1	nt	0.5%
O=C(NNC(=O)c1ccccc1-n1cccc1)c1ccccc1	1.7	-1.1%
O=C(Nc1ccc(F)cc1)c1oc2ccccc2c1NC(=O)C1CCCC1	-14.2	0.7%
COc1ccc(NC2=C(Cl)C(=O)N(CCc3ccccc3)C2=O)cc1	6.6	-3.7%
CCCC(=O)Nc1ccc2oc(-c3ccc(OC)c(Br)c3)nc2c1	-7.4	-1.3%
CN(C)S(=O)(=O)c1cccc(C(=O)OCC(=O)N2c3ccccc3NC(=O)C2(C)C)c1	nt	3.9%
CCSc1ncc(/C=N/Nc2ccc(F)cc2)n1C	nt	0.6%
Cc1onc(-c2ccccc2)c1C(=O)NCc1ccco1	-8.8	1.8%
COCCn1c(SCC#N)nnc1-c1ccc([N+](=O)[O-])cc1	-13.6	3.0%
COc1cc(-c2nc3cnccn3c2Nc2c(C)cccc2C)ccc1O	nt	-4.7%
Cc1cccc(NC(=O)c2cc(S(=O)(=O)c3ccccc3)ccc2Cl)c1	nt	2.0%
Cc1oc(C(C)(C)C)cc1C(=O)Nc1ccc(N2CCOCC2)cc1	4.4	3.0%

More entries follow:
SMILES	Mtb RmlCD inh	GlmU inhibition
O=C(Nc1ccccc1N1CCCCC1)c1ccc(F)cc1	nt	-0.2%
COc1ccccc1NC(=O)COC(=O)Cc1c[nH]c2ccccc12	12.0	3.9%
CC(C)C(=O)Nc1nnn(C)n1	-8.2	1.1%
COc1ccc2c(c1)CC[C@@H]1[C@@H]2CC[C@]2(C)C(=O)CC[C@@H]12	nt	-1.4%
Cc1ccc(S(=O)(=O)N2CCOCC2)cc1NC(=O)COC(=O)CNC(=O)c1ccccc1	2.3	0.9%
CCOC(=O)N1CCN(C(=O)COc2cccc3c2CCN(Cc2ccc(F)cc2)C3=O)CC1	10.1	-4.6%
COc1cc(/C=N/NC(=O)CN2CCOCC2)ccc1OCc1ccccc1	nt	2.8%
Fc1cccc(-c2cc3nc4c(c(N5CCOCC5)n3n2)CCCC4)c1	-4.7	2.0%
CC(=O)c1ccc(Oc2cc(C(F)(F)F)cnc2C(N)=O)cc1	6.6	-0.7%
CCOc1ccc(-c2nc(CCl)cs2)cc1	11.4	-3.6%
CC(C)C1=C2CCCCC2NC(=O)N1 (stereo not drawn)	nt	0.7%
O=C(Cn1nnc(-c2ccc(S(=O)(=O)N3CCCC3)cc2)n1)Nc1ccccc1-n1cccc1	12.8	2.7%
CN1C(=O)N(C)C2(c3ccccc3)NC(=O)NC12c1ccccc1 (stereo not drawn)	-4.2	-0.3%
Cc1cc(C)cc(NC(=O)N2CCCC2C(=O)NCc2ccco2)c1 (stereo not drawn)	12.5	-4.6%
CCn1c2ccccc2c2cc(NC(=O)COC(=O)c3cc(OC)c(OC)cc3OC)ccc21	4.4	8.8%
COc1ccc2nc(NC(=O)c3cnccn3)sc2c1	5.3	3.4%
CC1CC(=O)C(C2c3ccccc3CCN2C(=O)CCl)C(=O)C1 (stereo not drawn)	2.4	2.9%
COc1cc(OC)nc(Oc2ccccc2C(=O)Oc2ccc(C)cc2)n1	17.9	1.8%
Cc1ccc(NC(=O)c2cc3c(s2)CCCC3)cc1S(=O)(=O)Nc1ccccc1Cl	8.1	5.7%
O=C(CCc1nnc(-c2ccccc2)o1)NCc1cc(F)ccc1F	-10.2	2.1%
N#Cc1c(N)nc2c(c1-c1ccc3c(c1)OCO3)CCc1ccccc1-2	0.4	2.0%
CC(=O)c1ccc(NC(=O)CSc2ccc3nnc(-c4cccnc4)n3n2)cc1	53.3	-2.9%
CC(C)(C)c1ccc(C(=O)Nc2ccc(Oc3cccnc3)nc2)cc1	-13.1	-2.5%
CCOc1ccc2c(c1)sc1nc(C(=O)OC)cc(=O)n12	nt	4.1%
NC1=C(c2ccc([N+](=O)[O-])cc2)C(=O)CO1	-3.6	-2.6%
O=C(Cc1c(F)cccc1Cl)NCC1CCCO1 (stereo not drawn)	nt	-2.6%
CN1CCN(C(=O)c2cc3c(ccc4ccccc43)oc2=O)CC1	18.9	-0.7%
O=S(=O)(c1ccccc1)N(CC1CO1)c1ccccc1 (stereo not drawn)	15.8	-0.9%
COc1ccc(N2CCN(c3nc(Nc4ccc(C)c(F)c4)nc(N4CCCC4)n3)CC2)cc1	-18.1	1.8%
Cn1cc([N+](=O)[O-])c(C(=O)Nc2nc(-c3ccc(Cl)cc3)cs2)n1	-5.0	0.3%
CC1(C#CC[N+]2(C)CCCCC2)CCC2C(O1)c1ccccc1OC2(C)C (stereo not drawn)	4.7	1.5%
CCOc1ccccc1OCCCOc1ccc(C)cc1Br	7.7	nt
CCc1ccc(-n2c(SCC(=O)N3Cc4ccccc4CC3C(=O)O)nnc2-c2ccncc2)cc1 (stereo not drawn)	9.0	-1.3%
CNC(=S)N(Cc1ccco1)Cc1cc2cc3c(cc2[nH]c1=O)OCCO3	-5.2	3.5%
CC(=O)Nc1ccc(N/C=C2/CCCC2=O)cc1	?	0.9%
O=C(CSc1nc(-c2cccs2)cc(C(F)(F)F)n1)Nc1cc(OCC(F)(F)F)cc([N+](=O)[O-])c1	13.7	7.3%
Cc1occc1C(=O)Nc1cccc(C(=O)NCc2ccccc2)c1	nt	1.0%
Cc1ccc(/C(O)=C/c2nc3cc(C)ccc3oc2=O)cc1	8.8	-7.6%
CN1C(=O)COc2ccc(C(=O)c3oc4ccccc4c3-c3cnc4c(c3)COc3ccccc3-4)cc21	-8.0	-5.7%
O=C(CCCN1C(=O)c2ccccc2C1=O)NC1CCCCCC1	nt	5.1%
NNC(=O)C(=O)Nc1ccc(O)cc1	-5.1	1.8%
CN1CCN(c2ccc(S(=O)(=O)N3CCCCC3)cn2)CC1	2.6	-1.3%
CCCc1cc(=O)n2[nH]c(C)nc2n1	4.2	0.5%
CCCCc1n(CC(=O)c2ccc(Cl)cc2)c2ccccc2[n+]1C	-12.3	0.1%
O=C(NC[P+](=O)O)OCc1ccccc1	nt	3.9%

Single records (already shown):
Profile of Cc1ccc(/C(O)=C/c2nc3cc(C)ccc3oc2=O)cc1 = Mtb RmlCD inh: 8.8; GlmU inhibition: -7.6%
Profile of CC(=O)Nc1ccc(N/C=C2/CCCC2=O)cc1 = Mtb RmlCD inh: ?; GlmU inhibition: 0.9%
